RXFP1 agonist: qHTS Assay for Agonists of the Relaxin Receptor RXFP1 | Relaxin receptor 1 (Homo sapiens), Q9HBX9 | HEK293T-RXFP1 cAMP TR-FRET, 30 min; response scale: percent of porcine relaxin response, buffer zero | Potency, µM (highest dose often 57.5 µM), inactives show at the top dose activation, actives largely listed as activators | hit rate 0.3% among 370,000 | AID 2676, 2010; further: potency means the concentration at half of the fitted maximal effect; on the % scale 0 is the no-effect control and ±100 the full control effect; nearly all actives have a fitted effect of over 60% in size; many of its hits are not listed in these tables
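HEK293 cells stably expressing RXFP1, treated 30 min at 37C with compounds plus PDE4 inhibitor Ro 20174; cAMP measured by HTRF TR-FRET. Normalized to buffer and 29 nM porcine relaxin; EC50 by Hill fit.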
USP1 inh: Inhibitors of USP1/UAF1: Primary Screen. recombinant USP1/UAF1, Ub-Rhodamine cleavage fluorescence. Potency, µM (doses to about 57.1 µM), for the others: at the top dose activity change, negative = inhibition, usual class: inhibitors. Ubiquitin carboxyl-terminal hydrolase 1 (Homo sapiens), O94782. AID 743255, 2014. hit rate 0.23% among 390,000; further: potency means the concentration at half of the fitted maximal effect; on the % scale 0 is the no-effect control and ±100 the full control effect; nearly all actives have a fitted effect of over 60% in size; inactives centre near -12
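Step one: compound is pinned into 1nM USP1/UAF1 in HEPES pH 7.8 buffer with TCEP. Step two: 15 min room-temperature incubation. Step three: Ub-Rho (150nM final) starts cleavage, tracked by fluorescence over six one-minute reads.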
PI4K2A inh: qHTS for small molecular inhibitors of PI4K2A. Phosphatidylinositol 4-kinase type 2-alpha (Homo sapiens), Q9BTU6. purified PI4K2A, ADP-Glo luminescence, 1 h; hits give low values. activity change, negative = inhibition, % at 76.9 µM. hit rate 0.13% among 420,000. AID 1346378, 2018; in the data active means activity change below about -50%; inconclusive means mostly about -30% to -49%;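 further: -100% = wells without enzyme as full effect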
Target sequence (Q9BTU6 whole entry, looked up): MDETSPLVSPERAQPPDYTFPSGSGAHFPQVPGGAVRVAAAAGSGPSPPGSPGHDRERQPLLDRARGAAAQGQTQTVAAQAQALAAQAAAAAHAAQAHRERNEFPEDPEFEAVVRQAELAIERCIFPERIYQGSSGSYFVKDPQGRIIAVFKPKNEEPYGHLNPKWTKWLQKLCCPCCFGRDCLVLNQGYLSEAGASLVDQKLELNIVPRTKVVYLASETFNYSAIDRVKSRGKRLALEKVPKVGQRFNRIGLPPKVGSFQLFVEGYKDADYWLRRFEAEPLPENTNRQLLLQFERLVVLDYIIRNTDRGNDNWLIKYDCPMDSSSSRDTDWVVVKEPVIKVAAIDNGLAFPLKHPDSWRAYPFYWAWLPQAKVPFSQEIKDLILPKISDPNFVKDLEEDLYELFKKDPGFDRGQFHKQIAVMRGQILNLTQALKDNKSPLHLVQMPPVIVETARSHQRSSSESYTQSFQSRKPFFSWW
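PI4K2A activity was measured by ADP-Glo luminescence: enzyme (4 ug/mL stock) and phosphatidylinositol (1.2 mM stock) in Tris pH 7.5/MgCl2/EGTA/Triton X-100 buffer were reacted with ATP (300 microM stock) for one hour at ambient temperature.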
LDHA inh: qHTS assay for inhibitors of human lactate dehydrogenase | purified LDHA, NADH/diaphorase-resazurin fluorescence; hits give low values | activity change, % (values are at about 110 or 230 µM) | hit rate 0.15% among 480,000 | AID 1347041, 2019; in the data active means activity change below about -30%; inconclusive means mostly about -25% to -30%;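 further: plate controls were DMSO wells for no effect and wells without enzyme for full effect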
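Human LDH5 (2 nM) was incubated with 0.06 mM NADH and 0.2 mM pyruvate for 5 min at room temperature in Tris pH 7.4. Remaining NADH was coupled through diaphorase/resazurin, and resorufin fluorescence was read at 0 and 20 min.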
GRP78 ERSR act: qHTS for Inducers of the Endoplasmic Reticulum Stress Response (ERSR) in Human Glioma: qHTS. hit rate 0.02% among 420,000. AID 602332, 2012. Potency, µM, inactives show at the top dose activation, hits mostly activators. U87-MG GRP78 promoter luciferase reporter, 16 h; further: potency means the concentration at half of the fitted maximal effect; series mostly up to about 76 µM; % of control where 0% means no effect; nearly all actives have a fitted effect of over 35% in size
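Stably transfected U87-MG glioma cells carrying a GRP78-based luciferase sensor; 16 h compound incubation. Luminescence end-point read 10 min after Bright-Glo addition at room temperature.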
Vif-APOBEC3F blk: qHTS for Inhibitors of Vif-A3F Interactions: qHTS | HeLa A3F-eYFP + Vif (tagged APOBEC3F with the HIV-1 protein that degrades it), YFP fluorescence increase | Potency, µM (series often up to 46.1 µM), for inactives: at the top dose activity, negative = active | hit rate 0.2% among 390,000; further: potency means the concentration at half of the fitted maximal effect; % of control where 0% means no effect; nearly all actives have a fitted effect of over 65% in size
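Fluorescence increase (Ex 488/Em 500-530) after overnight compound treatment at 37 deg C flags inhibition of Vif-driven A3F-eYFP loss in stable HeLa A3F-eYFP/Vif cells seeded overnight beforehand.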
Vif-APOBEC3G blk: qHTS for Inhibitors of Vif-A3G Interactions: qHTS | DNA dC->dU-editing enzyme APOBEC-3G (Homo sapiens), Q9HC16 | HeLa A3G-eYFP + Vif (tagged APOBEC3G with the HIV-1 protein that degrades it), YFP fluorescence, overnight | Potency, µM (series often up to 46.1 µM), inactives show at the highest dose activity, negative = active, most hits filed as inhibitors | hit rate 0.076% among 410,000 | AID 602310, 2012;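 further: potency means the concentration at half of the fitted maximal effect; on the % scale 0 is the no-effect control and ±100 the full control effect; nearly all actives have a fitted effect of over 60% in size; hits raise eYFP signal because A3G escapes Vif-driven loss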
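Read-out is eYFP fluorescence (Ex 488/Em 500-530) from Vif-expressing HeLa A3G-eYFP cells; more signal means A3G escaped Vif-mediated degradation. Cells plated overnight, compound pinned in, incubated overnight at 37 deg C.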
mIDH1 inhibitor: qHTS for Inhibitors of mutant isocitrate dehydrogenase 1 (IDH1): qHTS | Isocitrate dehydrogenase [NADP] cytoplasmic (Homo sapiens), O75874 | IDH1-R132H enzyme, NADPH consumption, diaphorase/resazurin fluorescence | hit rate 0.093% among 390,000 | Potency, µM (series often up to 76.6 µM), without a hit: at the top dose activity change, negative = inhibition, usual class: inhibitors; further: potency means the concentration at half of the fitted maximal effect; on the % scale 0 is the no-effect control and ±100 the full control effect; nearly all actives have a fitted effect of over 65% in size
Target sequence (O75874 whole entry R132H, stated change not applied): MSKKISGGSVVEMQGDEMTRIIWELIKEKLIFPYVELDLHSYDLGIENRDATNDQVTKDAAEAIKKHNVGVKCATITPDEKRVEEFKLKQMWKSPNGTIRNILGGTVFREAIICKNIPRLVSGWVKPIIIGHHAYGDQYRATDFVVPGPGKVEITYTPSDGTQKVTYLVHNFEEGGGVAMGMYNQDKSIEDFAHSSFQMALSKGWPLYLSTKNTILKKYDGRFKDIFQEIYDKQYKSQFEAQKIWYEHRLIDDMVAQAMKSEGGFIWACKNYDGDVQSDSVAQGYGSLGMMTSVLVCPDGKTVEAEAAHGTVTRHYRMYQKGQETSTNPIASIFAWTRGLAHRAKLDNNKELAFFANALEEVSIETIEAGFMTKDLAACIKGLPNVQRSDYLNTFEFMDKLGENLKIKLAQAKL
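IDH1-R132H (0.5 ug/mL) preincubated 30 min with compound, then NADPH (0.016 mM) and alpha-KG (2 mM) added; 80 min at RT, pH 7.5. Remaining NADPH coupled via diaphorase/resazurin to fluorescence (540/590 nm); concentration-response curves normalized to no-enzyme control.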
TrxR1 substrate: qHTS Assay for Substrates of Mammalian Selenoprotein Thioredoxin Reductase 1 (TrxR1): qHTS. purified TrxR1 substrate turnover, NADPH consumption readout. AID 588456, 2011. Potency, µM (titrated, usually from 114 µM), inactives show top-dose activity change, negative = substrate turnover. Thioredoxin reductase 1, cytoplasmic (Rattus norvegicus), O89049. hit rate 0.01% among 390,000; further: potency means the concentration at half of the fitted maximal effect; on the % scale 0 is the no-effect control and ±100 the full control effect; nearly all actives have a fitted effect of over 50% in size
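Rat TrxR1, dispensed at 90 nM, was prereduced with 400 uM NADPH (final) for 5 min at ~22 deg C, then incubated with compound 15 min before 400 uM selenite. A first-read NADPH fluorescence drop versus no-compound background flagged substrates.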
An asterisk follows results filed as active; [ ] = another dose, or the depositor's remark. Unless noted, the call rests on the fitted dose curve; in most records, active means well fitted curve in the direction sought with a large enough effect; inconclusive means small, poorly fitted or top-dose-only effect, or another doubt; inactive means no such curve, though single readings can be large; an effect the other way counts as inactive or inconclusive. The list is partial. The share of hits here may be higher or lower than overall.

`CCOC(=O)N1CCN(C(=O)c2ccc(N(Cc3ccccc3)S(C)(=O)=O)cc2)CC1` gave RXFP1 agonist 1.1%, USP1 inh -10%, PI4K2A inh 6, LDHA inh -12, GRP78 ERSR act 0%, Vif-APOBEC3F blk 2%, Vif-APOBEC3G blk -1%, mIDH1 inhibitor 0% and TrxR1 substrate 8%[57.1 µM].
Screening CC(=O)N/C(=C/c1ccc2c(c1)OCO2)C(=O)N1CCOCC1 returned RXFP1 agonist 0.3%, USP1 inh -15%, PI4K2A inh -3, LDHA inh -4, GRP78 ERSR act 1%, Vif-APOBEC3F blk -3%, Vif-APOBEC3G blk -8%, mIDH1 inhibitor 7% and TrxR1 substrate 8%[57.1 µM].
COc1ccc(NC(=O)CSCC(=O)Nc2ccccc2C(=O)N2CCCCC2)cc1 was read as RXFP1 agonist 0.2%, USP1 inh -16%, PI4K2A inh 6, LDHA inh -5, GRP78 ERSR act -1%, Vif-APOBEC3F blk 10%, Vif-APOBEC3G blk -2%, mIDH1 inhibitor -2% and TrxR1 substrate 1%.
For CCc1ccc(OCC(=O)Nc2cc3oc4ccccc4c3cc2OC)cc1 the results were RXFP1 agonist 22%, USP1 inh -21%, PI4K2A inh 7, LDHA inh -12, GRP78 ERSR act 0%, Vif-APOBEC3F blk -11%, Vif-APOBEC3G blk -5%, mIDH1 inhibitor 15% and TrxR1 substrate 14%[11.4 µM].
`Cc1cc(C)n2nc(SCC(=O)N(CCC#N)c3ccccc3F)nc2n1` gave RXFP1 agonist 2.9%, USP1 inh -21%, PI4K2A inh -1, LDHA inh -5, GRP78 ERSR act -3%, Vif-APOBEC3F blk -17%, Vif-APOBEC3G blk 1%, mIDH1 inhibitor 4% and TrxR1 substrate -8%.
For COc1cc(/C=C2\SC(=S)N(N3CCOCC3)C2=O)ccc1O the results were RXFP1 agonist 0.4%, USP1 inh 1%, PI4K2A inh 3, LDHA inh -11, GRP78 ERSR act 0%, Vif-APOBEC3F blk 8%, Vif-APOBEC3G blk 0%, mIDH1 inhibitor 1% and TrxR1 substrate 1%.
For CCn1nc(C)cc1C(=O)N1CCCC(N(C)CCc2ccc(OC)c(OC)c2)C1 (stereo not drawn) the results were RXFP1 agonist -1.2%, USP1 inh 2%, PI4K2A inh -1, LDHA inh -6, GRP78 ERSR act -5%, Vif-APOBEC3F blk 0%, Vif-APOBEC3G blk 0%, mIDH1 inhibitor 0% and TrxR1 substrate -9%.
Screening COc1ccc(NC2CCCN(C(=O)CCN3CCOCC3)C2)cc1 (stereo not drawn) returned RXFP1 agonist 2.2%, USP1 inh -16%, PI4K2A inh 1, LDHA inh 2, GRP78 ERSR act -6%, Vif-APOBEC3F blk -2%, Vif-APOBEC3G blk 1%, mIDH1 inhibitor -6% and TrxR1 substrate -3%.
`Cc1ccc(C2=NN(CC(=O)NCc3ccco3)C(=O)CC2)cc1` gave RXFP1 agonist 0.5%, USP1 inh -20%, PI4K2A inh -4, LDHA inh -1, GRP78 ERSR act -2%, Vif-APOBEC3F blk 0%, Vif-APOBEC3G blk 4%, mIDH1 inhibitor 1% and TrxR1 substrate -3%.
`O=C(Nc1ccc(N2CCOCC2)cc1)C1CCN(S(=O)(=O)Cc2ccccc2)CC1` gave RXFP1 agonist -0.6%, USP1 inh -6%, PI4K2A inh -9, LDHA inh -2, GRP78 ERSR act -6%, Vif-APOBEC3F blk -3%, Vif-APOBEC3G blk 0%, mIDH1 inhibitor 0% and TrxR1 substrate 0%.
CCn1c(-c2cc(OC)c(OC)c(OC)c2)n[nH]c1=S was read as RXFP1 agonist 2.3%, USP1 inh -13%, PI4K2A inh 2, LDHA inh -14, GRP78 ERSR act -6%, Vif-APOBEC3F blk -3%, Vif-APOBEC3G blk 0%, mIDH1 inhibitor 0% and TrxR1 substrate 11%.
`CC(=O)N1CCc2c(sc3c2c(=O)n(-c2ccc(C)cc2)c(=O)n3CC(=O)Nc2ccccc2)C1` gave RXFP1 agonist 3.6%, USP1 inh -25%, PI4K2A inh -2, LDHA inh 0, GRP78 ERSR act 1%, Vif-APOBEC3F blk 5%, Vif-APOBEC3G blk -3%, mIDH1 inhibitor 5% and TrxR1 substrate -5%.
Screening Oc1ccc(Cl)cc1CNc1ccccn1 returned RXFP1 agonist 1.4%, USP1 inh -24%, PI4K2A inh 1, LDHA inh -1, GRP78 ERSR act -1%, Vif-APOBEC3F blk -19%, Vif-APOBEC3G blk -7%, mIDH1 inhibitor -7% and TrxR1 substrate 2%.
For CCn1c(=O)cc(SCC(=O)NCc2ccc(C)o2)c2ccccc21 the results were RXFP1 agonist 3.5%, USP1 inh -7%, PI4K2A inh -3, LDHA inh -5, GRP78 ERSR act -4%, Vif-APOBEC3F blk -1%, Vif-APOBEC3G blk inconclusive, mIDH1 inhibitor 5% and TrxR1 substrate 5%.
CC(C)(C)c1ccc(C(=O)N2CCN(CCNC(=O)C(=O)NCc3ccccc3)CC2)cc1 was read as RXFP1 agonist -1.5%, USP1 inh -10%, PI4K2A inh -4, LDHA inh 2, GRP78 ERSR act -6%, Vif-APOBEC3F blk -24%, Vif-APOBEC3G blk -1%, mIDH1 inhibitor -1% and TrxR1 substrate -6%.
`COc1cccc(-c2cc(C(=O)NCc3ccc(Cl)cc3)no2)c1` gave RXFP1 agonist 0.9%, USP1 inh -16%, PI4K2A inh 4, LDHA inh -13, GRP78 ERSR act 0%, Vif-APOBEC3F blk 0%, Vif-APOBEC3G blk -6%, mIDH1 inhibitor 4% and TrxR1 substrate 4%.
Screening COc1ccc(-c2cc(C(=O)Nc3cc(C)n(Cc4ccc(Cl)cc4)n3)no2)cc1OC returned RXFP1 agonist 4.5%, USP1 inh -19%, PI4K2A inh -1, LDHA inh -3, GRP78 ERSR act -1%, Vif-APOBEC3F blk -11%, Vif-APOBEC3G blk -7%, mIDH1 inhibitor -2% and TrxR1 substrate 16%[57.1 µM].
Screening O=C(CSc1cccc[n+]1[O-])Nc1ccc(Br)cc1Br returned USP1 inh -25%, PI4K2A inh 0, LDHA inh 0, GRP78 ERSR act 0%, Vif-APOBEC3F blk -1%, Vif-APOBEC3G blk -5%, mIDH1 inhibitor 7% and TrxR1 substrate -1%[2.29 µM].
Cc1c(C(=O)Nc2ccc(Br)cc2F)oc2ccc(S(=O)(=O)N3CCC4(CC3)OCCO4)cc12 was read as RXFP1 agonist -0.1%, USP1 inh -3%, PI4K2A inh 1, LDHA inh -2, GRP78 ERSR act -3%, Vif-APOBEC3F blk -2%, Vif-APOBEC3G blk 0%, mIDH1 inhibitor 18% and TrxR1 substrate 3%[57.1 µM].
COc1ccc(C(=O)C2CCCN(C(=O)c3ccnn3C)C2)c(C)c1 (stereo not drawn) was read as RXFP1 agonist -0.5%, USP1 inh -6%, PI4K2A inh -4, LDHA inh -1, GRP78 ERSR act -2%, Vif-APOBEC3F blk -7%, Vif-APOBEC3G blk -10%, mIDH1 inhibitor -3% and TrxR1 substrate -6%.
O=C(NC1(Cc2ccccc2)CCN(Cc2ccc(-c3ccccc3)cc2)C1=O)c1ccccc1 (stereo not drawn) was read as RXFP1 agonist -0.3%, USP1 inh -16%, PI4K2A inh 2, LDHA inh -5, GRP78 ERSR act -5%, Vif-APOBEC3F blk 2%, Vif-APOBEC3G blk -7%, mIDH1 inhibitor -6% and TrxR1 substrate -6%.
Cc1cccc(NC(=O)CSc2nc(=O)n(Cc3ccccn3)c3c2CCC3)c1C was read as RXFP1 agonist -0.8%, USP1 inh -1%, PI4K2A inh 1, LDHA inh -7, GRP78 ERSR act -2%, Vif-APOBEC3F blk 2%, Vif-APOBEC3G blk 2%, mIDH1 inhibitor -6% and TrxR1 substrate -7%[57.1 µM].
`CCOC(=O)Cn1c(=O)oc2cc(S(=O)(=O)NCCC(C)C)ccc21` gave RXFP1 agonist 0.6%, USP1 inh -3%, PI4K2A inh 2, LDHA inh -2, GRP78 ERSR act inconclusive, Vif-APOBEC3F blk -2%, Vif-APOBEC3G blk 6%, mIDH1 inhibitor 6% and TrxR1 substrate -8%.
